Anthrax LF inh2: blocks Bacillus anthracis lethal factor protease; P15917; multiplex microsphere protease cleavage assay, LF; inhibition, % at 10 µM; hit rate 0.12% among 360,000; in the data active = inhibition above about 30%; note: plate controls were buffer without enzyme for full effect and enzyme alone for no effect
3CLpro inhibitor: SARS-CoV 3CLpro protease inhibition; recombinant SARS-CoV 3CLpro, quenched FRET peptide cleavage; P0C6X7; inhibition, % at 6 µM; hit rate 0.14% among 290,000; in the data active = inhibition above about 12%
MazEF act: MazEF (E. coli) toxin RNase activation; activation, % at 20 µM; hit rate 0.32% among 350,000; FAM/BHQ RNA-DNA oligo cleavage fluorescence, 5 h; P0AE70; AID 504720; in the data active = activation above about 50%
Target sequence (P0AE70 whole entry, looked up): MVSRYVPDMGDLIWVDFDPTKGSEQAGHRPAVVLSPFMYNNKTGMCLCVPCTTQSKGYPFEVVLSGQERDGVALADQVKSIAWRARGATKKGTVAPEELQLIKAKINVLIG
Y pestis TopoI: blocks Yersinia pestis topoisomerase I activity; AID 504884; Y. pestis Topo-I cleavage product accumulation, plate reader; activity, % at 10 µM; hit rate 0.064% among 360,000; in the data active = activity above about 50%, passing the limit was not always enough; note: inactives centre near 2
Rv3671c protease: inhibitors of M. tuberculosis serine protease Rv3671c. P9WHR9. inhibition, % at 5.96 µM. hit rate 0.048% among 320,000. AID 2606; in the data active = inhibition above about 38%;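 note: extracellular domain of Rv3671c used as enzyme; 0% = enzyme with DMSO and 100% = no enzyme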
Target sequence (P9WHR9 whole entry, looked up, the tested form may be a part): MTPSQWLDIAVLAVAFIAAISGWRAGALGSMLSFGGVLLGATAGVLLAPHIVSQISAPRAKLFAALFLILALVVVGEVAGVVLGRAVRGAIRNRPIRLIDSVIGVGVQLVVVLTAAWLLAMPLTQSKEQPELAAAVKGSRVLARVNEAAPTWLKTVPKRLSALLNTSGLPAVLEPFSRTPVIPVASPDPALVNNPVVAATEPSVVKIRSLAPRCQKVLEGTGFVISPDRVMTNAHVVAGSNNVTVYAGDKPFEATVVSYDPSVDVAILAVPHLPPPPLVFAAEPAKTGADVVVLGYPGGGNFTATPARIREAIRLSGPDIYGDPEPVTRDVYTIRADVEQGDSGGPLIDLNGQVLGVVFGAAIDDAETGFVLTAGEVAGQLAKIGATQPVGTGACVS
VHR inh abs: blocks human VHR1 dual specificity phosphatase; AID 1654; hit rate 0.52% among 290,000; inhibition, % at 13.3 µM; recombinant VHR phosphatase, pNPP absorbance; in the data active = inhibition above about 50%; note: some compounds called inactive have numbers as strong as hits
Target sequence (P51452 whole entry, looked up): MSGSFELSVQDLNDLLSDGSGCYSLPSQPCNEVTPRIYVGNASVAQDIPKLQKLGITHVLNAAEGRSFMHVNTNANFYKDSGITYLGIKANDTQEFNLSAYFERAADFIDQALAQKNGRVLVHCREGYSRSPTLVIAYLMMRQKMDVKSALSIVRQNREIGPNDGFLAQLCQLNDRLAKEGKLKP
TcdB GH inh: TcdB glycohydrolase inhibition | hit rate 0.24% among 350,000 | P18177 | TcdB glycohydrolase enzymatic assay, plate reader | inhibition, % at 9.99 µM; in the data active = inhibition above about 10%
Vc quorum ag: inducers of Vibrio cholerae quorum light production without autoinducers; hit rate 0.16% among 350,000; V. cholerae BH1578 lux reporter, luminescence, 6 h; activation, % at 18.7 µM; in the data active = activation mostly above about 9.7%, no sharp cut-off; note: not every result past the cut was called active; inactives centre near 0; reference of the scale not given here
PfHsp40 rescue: restores yeast growth despite PfHsp40 toxicity; hit rate 0.68% among 340,000; AID 504582; S. cerevisiae expressing PfHsp40, growth rescue, ATP luminescence; growth rescue, % at 12.5 µM; in the data active = growth rescue above about 28%, passing the limit was not always enough;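 note: yeast W303a lacking pdr1 and pdr3 grown in galactose medium; growth measured after three days at 30 °C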
PriA SSB inh: blocks PriA binding to SSB C-terminal tail; AlphaScreen SSBct-PriA binding, biotinylated peptide; inhibition, % at 33 µM; hit rate 0.6% among 430,000; AID 1272365; in the data active = inhibition mostly above about 37%, no sharp cut-off; inactive = mostly below about 20%;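 note: plate controls were negative control peptide for no effect and reference peptide for full effect; strong numbers were not always called active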
* marks the source's active call; other numbers are inactive results; i = inactive; . = not tested or not shown; & = joins results of further samples. Not all compounds are listed (hit frequency here may not be typical).

Structure,Anthrax LF inh2,3CLpro inhibitor,MazEF act,Y pestis TopoI,Rv3671c protease,VHR inh abs,TcdB GH inh,Vc quorum ag,PfHsp40 rescue,PriA SSB inh
O=C1c2cc(O)c(O)cc2OC(c2ccc(O)c(O)c2)C1O (stereo unspecified),-11,.,3,1,.,.,-0.3,.,-0.1,-1
CC(=O)N1CCc2c(sc(NC(=O)CN3C(=O)c4ccccc4C3=O)c2C(N)=O)C1,-6,3,2,-5,0,16,-0.3,0.0,-0.7,-13
CCc1cc(-c2n[nH]c(=S)n2-c2ccccc2C)cs1,0,2,-3,-8,1,-14,.,i,0.8,0
O=C(CCNC(=O)c1ccccc1)NCCc1ccc(Cl)cc1,38*,0,0,-2,-5,-20,-4.8,2.0,-0.9,-1
CC(=O)Nc1sc2c(c1C(c1ccccc1Cl)N1CCN(CCO)CC1)CCCC2 (stereo unspecified),-4,6,9,22,3,20,0.7,-0.4,20,8
O=C(CCc1ccccc1)Nc1nccs1,5,4,5,1,-2,14,0.4,2.8,0.2,6
COc1ccc(Cc2nnc(NC(=O)C(C)(C)C)s2)cc1,-10,6,2,5,0,15,0.2,-0.7,0.2,-9
CCCc1cc(=O)n2[nH]c(NC(=O)c3ccco3)nc2n1,-3,-1,-5,-5,-2,21,-2.2,-0.5,-2.1,-7
CCN(CC)S(=O)(=O)c1ccc(C(=O)NC2CN3CCC2CC3)cc1 (stereo unspecified),0,4,-1,1,-4,4,1.4,-0.5,-1.6,0
O=C(Nn1c(-c2ccncc2)nc2ccccc2c1=O)c1ccccc1Br,3,0,-8,-2,4,20,0.0,-0.3,1.5,-7
CCN(CC)S(=O)(=O)c1ccc(C(=O)Nc2cc(S(=O)(=O)N3CCOCC3)ccc2O)cc1,0,.,5,-5,2,.,-1.5,-0.5,0.4,5
CC(NC1CCN(Cc2ccccc2)CC1)c1ccc(F)cc1 (stereo unspecified),-14,-2,5,-15,-3,-8,-0.5,i,-0.1,-3
Cn1c(Cn2c(=O)sc3ccccc32)nnc1SCC(=O)N1CCOCC1,-3,0,5,7,-1,18,2.5,-0.2,-0.3,-4
O=C(CSc1nc2c(cnn2-c2ccccc2)c(=O)[nH]1)NCC1CCCO1 (stereo unspecified),-9,.,0,7,7,.,1.7,i,-0.8,-4
CN1C(=O)N2CN(C3CCCCC3)CN3C(=O)N(C)C1C23 (stereo unspecified),-2,-2,7,5,5,6,0.8,-4.2,3.0,-13
CCOC(=O)c1c(-c2cccs2)csc1NC(=O)CN1CCOCC1,-1,1,0,25,0,1,.,-0.2,5.6,-19
C=CCn1c(SCCC(=O)O)nc2c1c(=O)n(C)c(=O)n2C,0,-6,4,2,-11,4,-0.1,-1.1,0.7,-9
Nc1ncnc2c1C1(CCCCC1)Cc1ccccc1-2,0,-3,3,5,-12,2,.,i,0.9,-2
COc1ccc(S(=O)(=O)N2CCOC2CNC(=O)C(=O)NCC(C)C)cc1OC (stereo unspecified),-5,-1,9,8,12,14,1.0,-0.5,-1.5,0
CCOC(=O)c1ccc(S(=O)(=O)N2CCN(CC(O)COc3cccc(C(C)=O)c3)CC2)cc1 (stereo unspecified),-2,0,-20,11,.,14,-0.4,-0.6,-0.9,0
COc1ccc(CCNC(=O)COc2ccc(S(=O)(=O)NC3CCCCC3)cc2Cl)cc1,-5,0,2,-12,-18,20,.,i,1.2,1
CCOC1=CC(=O)N(Cc2ccccc2)C1,-6,.,1,5,-8,.,-1.0,-0.5,-1.2,2
Cn1c(C(=O)NCc2ccccc2)cc2oc3ccccc3c21,-8,-1,5,15,-8,19,.,i,10,-7
Cc1ccccc1-c1nc(CN2CCC(C(=O)NCCCN3CC(C)CC(C)C3)CC2)c(C)o1 (stereo unspecified),-2,-1,7,-9,-4,27,.,-2.2,0.9,-2
COc1ccc([C@H]2C[C@@H](n3cc(COC(=O)c4ccccc4)nn3)[C@H](O)CN2C(=O)C2CCCCC2)cc1,-7,.,6,36,.,.,1.6,-0.4,.,.
COC(=O)C1=C(C)N=C2SCCC(=O)N2C1c1cc(Br)ccc1OC (stereo unspecified),2,-3,5,6,-8,12,.,1.5,-1.2,-4
COc1ccc([C@H]2CC(=O)C=C(c3ccc(OC)cc3OC)C2)cc1,-2,.,6,36,0,.,1.1,-11,5.5,-2
O=C(COC(=O)c1cc[n+]([O-])cc1)Nc1ccc([N+](=O)[O-])cc1Cl,-2,0,4,-1,1,40,-1.4,0.7,-2.4,-5
COc1ccc(C2(CNC(=O)c3cc([N+](=O)[O-])cc([N+](=O)[O-])c3)CCCC2)cc1OC,0,2,4,17,3,-2,2.0,-0.1,2.6,23
O=C(CN1C(=O)NC(Cc2ccccc2)(Cc2ccccc2)C1=O)NCC1CCCCC1,-3,7,2,24,5,2,.,i,-0.9,2
Cc1ccc(C(=O)CCC(=O)Nc2cccc(C)c2)cc1,4,3,-24,-3,.,23,1.4,0.4,-0.5,-6
CCN(CC(=O)NCc1ccc(Cl)cc1)C(=O)CCc1ccccc1O,-1,5,-5,4,-1,35,0.8,i,6.5,3
Cc1ccc(S(=O)(=O)CCC(=O)c2cccc([N+](=O)[O-])c2)cc1,1,-1,4,0,7,15,-0.1,-0.3,2.5,-6
COc1ccc(-c2c(C)nn3c(N)c(C#N)cnc23)cc1OC,-3,8,2,-2,-9,30,-8.7,1.3,2.2,7
c1ccc(COc2ccccc2CNc2nn[nH]n2)cc1,1,6,5,1,0,-2,0.5,-0.5,0.7,7
CC(=O)OC1C2CCC1C(N1CCCCC1)CC2 (stereo unspecified),4,0,-9,-1,1,25,2.3,i,1.4,0
Cc1ccc(-c2noc(CCC(=O)Nc3ccccc3C)n2)cc1,-15,1,-7,-8,6,17,.,-0.3,-0.5,-10
CCN(CC)S(=O)(=O)c1ccc(N2CCN(S(=O)(=O)c3ccccc3C#N)CC2)nc1,-3,-2,-5,-4,3,18,.,0.3,0.9,-5
Cc1ccc2c(c1)C1CN(C)CCC1N2S(=O)(=O)c1ccccc1F (stereo unspecified),-12,.,6,1,-6,.,0.6,i,-2.3,-4
O=C(N/C(=C/c1ccc(F)cc1)C(=O)N1CCOCC1)c1ccco1,-1,.,1,-4,.,.,0.2,-5.3,.,.
CCOC(=O)C1(C)NC(c2ccco2)C2C(=O)N(C)C(=O)C21 (stereo unspecified),-5,-4,-12,-1,2,15,-0.3,i,-1.3,-10
Cc1ccc(NC(=O)OCCNC(=O)c2ccncc2)cc1,-6,-3,-11,-3,4,9,-0.6,i,-1.0,-1
O=C(Cn1c(=O)n(-c2ccc(F)cc2)c(=O)c2sccc21)c1ccccc1,0,1,10,4,-6,-2,.,-0.6,-0.5,-9
COCCCNC(=O)c1ccc(CSCc2ccc(C)cc2)o1,-7,-3,-24,6,-1,-16,0.9,-0.5,-0.9,-5
CCC(=O)N1CCc2cc(S(=O)(=O)NC(Cc3ccccc3)C(=O)NC3CCCCC3C)ccc21 (stereo unspecified),-2,0,2,13,-13,6,.,-0.2,-0.5,11
CCOc1ccc(N/C=C/C(=O)c2ccc(OC)cc2)cc1,-10,-1,9,4,1,6,1.4,-0.3,-1.8,3
Cc1c(CN2CCC(C(=O)Nc3ccc(Oc4ccccc4)nc3)CC2)cnn1C,1,2,7,-2,5,32,-0.5,-0.2,-0.1,-5
Cc1ccc2[nH]c3ccccc3c(=O)c2c1,-16,-2,6,-6,-4,18,-0.5,i,-0.3,-7
Cc1sc2ncn(CC(=O)N3CCCCC3)c(=O)c2c1S(=O)(=O)N1CCC(C)CC1,0,2,4,-10,-4,31,-6.3,-0.3,0.4,-4
Cc1cc(C)n(S(=O)(=O)Cc2ccccc2)n1,-1,-2,6,-6,0,34,2.1,-0.4,0.4,1

(further entries)
Structure,Anthrax LF inh2,3CLpro inhibitor,MazEF act,Y pestis TopoI,Rv3671c protease,VHR inh abs,TcdB GH inh,Vc quorum ag,PfHsp40 rescue,PriA SSB inh
Cc1cnc(C(=O)N2CCCC(C(=O)c3ccc(C(C)(C)C)cc3)C2)cn1 (stereo unspecified),-5,3,-3,33,2,3,0.8,i,-1.1,-20
CCOC(=O)c1sc(=S)n(Cc2ccccc2)c1C,-23,2,2,5,-1,10,1.3,0.9,1.7,-14
Cn1c(Nc2ccc(Cl)cc2F)nc2cc(-c3ccccc3)sc2c1=O,4,.,.,1,.,.,0.9,-0.3,.,.
CCOc1cc(C(=O)OCC(=O)Nc2ccc(Cl)cn2)ccc1OCC(=O)N1CCOCC1,0,-2,3,-1,-8,10,0.5,i,-1.0,-17
Cc1c(C(=O)Nc2nccs2)oc2c(Cl)cccc12,1,.,-33,5,-48,.,1.8,7.1,-0.3,-5
Cc1cc(NC(=O)c2cc(-c3ccc(Br)cc3)on2)no1,0,1,-8,-6,6,13,-1.6,1.0,-0.8,1
CCOC(=O)c1cccc(NC(=O)c2ccc3c(c2)C(=O)N(CC2CCCO2)C3=O)c1 (stereo unspecified),-1,1,-1,-2,-11,7,-2.9,-4.3,-0.5,-1
COC(=O)c1ccc2ccn(CC(=O)NC(C)C)c2c1,1,1,10,2,3,-18,.,-6.2,0.8,-6
COCCNC(=O)Nc1ccc2nc(C)sc2c1,9,2,3,3,-1,13,.,i,0.1,7
CC/C(=N\OC(=O)c1ccc(OC(C)C)cc1)c1ccc(C)cc1,-1,-4,-5,15,-3,-16,.,-0.3,1.6,.
O=C(NCCCCCCNC(=O)OCc1ccccc1)OCc1ccccc1,-4,.,1,1,.,.,0.3,4.3,1.1,-4
CN(C)c1nc(N(C)C)nc(N(C)C)n1,-7,-5,-4,-1,-7,5,0.0,i,0.1,-7
Cc1onc(-c2ccccc2Cl)c1C(N)=O,-3,2,-3,2,-6,32,.,-1.6,0.6,0
N/C(=N\c1nc2ccccc2o1)NC(=O)c1ccccc1F,-3,-3,40,10,-6,34,.,-18,-1.5,.
COc1ccc(CNC(=O)COC(=O)c2ccc(S(=O)(=O)N3CCOCC3)cc2)cc1,0,.,-3,7,2,.,0.0,i,0.2,-9
Cc1ccc(OCCCC(=O)NC2CCCCC2)cc1,6,-2,-1,-6,-4,46,0.4,-0.4,-1.3,4
CC(C)Oc1ccc(C(=O)NN2C(=O)NC3(CCCCC3)C2=O)cc1,-3,.,1,6,-8,.,-0.4,i,-0.5,-10
COc1cc([C@@H]2c3cc4c(cc3[C@@H](O[C@@H]3O[C@@H]5CO[C@@H](C)O[C@H]5[C@H](O)[C@H]3O)[C@H]3COC(=O)[C@H]23)OCO4)cc(OC)c1O,-2,.,3,9,6,.,-56,0.2,-0.1,-6
CCC1CCCCN1C(=O)COC(=O)c1cc2ccccc2cc1O (stereo unspecified),-2,4,5,29,4,19,.,i,2.0,-14
CC1(C)CC(=O)C=C(Nc2ccc(OCC(F)(F)C(F)F)cc2)C1,3,-1,-1,-10,1,-1,.,0.5,-1.1,6&-9&5
O=C(c1cccs1)N1CCC(C(=O)O)(c2ccccc2)CC1,-6,.,6,0,.,.,1.3,-1.3,.,.

Four consecutive records already listed, quoted:
Structure,Anthrax LF inh2,3CLpro inhibitor,MazEF act,Y pestis TopoI,Rv3671c protease,VHR inh abs,TcdB GH inh,Vc quorum ag,PfHsp40 rescue,PriA SSB inh
Cc1cnc(C(=O)N2CCCC(C(=O)c3ccc(C(C)(C)C)cc3)C2)cn1 (stereo unspecified),-5,3,-3,33,2,3,0.8,i,-1.1,-20
CCOC(=O)c1sc(=S)n(Cc2ccccc2)c1C,-23,2,2,5,-1,10,1.3,0.9,1.7,-14
Cn1c(Nc2ccc(Cl)cc2F)nc2cc(-c3ccccc3)sc2c1=O,4,.,.,1,.,.,0.9,-0.3,.,.
CCOc1cc(C(=O)OCC(=O)Nc2ccc(Cl)cn2)ccc1OCC(=O)N1CCOCC1,0,-2,3,-1,-8,10,0.5,i,-1.0,-17
